Screening results (PubChem BioAssay)
Rv3671c inh = inhibits the M. tuberculosis serine protease Rv3671c. AID 2606. 320,000 tested, 0.048% active. inhibition, % at 5.96 µM; in the data active = inhibition above about 38%;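 also: extracellular domain of Rv3671c used as enzyme; 0% = enzyme with DMSO and 100% = no enzyme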
Target sequence (P9WHR9 whole entry, looked up, the tested form may be a part): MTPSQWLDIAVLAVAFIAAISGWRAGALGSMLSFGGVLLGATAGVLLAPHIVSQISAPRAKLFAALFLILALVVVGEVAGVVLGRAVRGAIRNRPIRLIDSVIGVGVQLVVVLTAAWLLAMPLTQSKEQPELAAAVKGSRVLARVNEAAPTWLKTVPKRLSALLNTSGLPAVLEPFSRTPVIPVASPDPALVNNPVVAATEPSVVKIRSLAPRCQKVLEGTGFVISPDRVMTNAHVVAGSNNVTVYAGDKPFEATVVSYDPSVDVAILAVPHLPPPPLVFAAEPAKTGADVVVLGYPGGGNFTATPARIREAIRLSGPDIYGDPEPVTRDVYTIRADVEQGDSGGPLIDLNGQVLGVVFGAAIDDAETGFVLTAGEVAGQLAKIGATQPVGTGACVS
GDH-TPI counter = GDH-TPI coupled enzyme inhibition counter-screen; GDH-TPI coupled enzyme counterscreen, NADH absorbance; inhibition, % at 4.8 µM; 360,000 tested, 1.2% active; in the data active = inhibition above about 30%;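 also: 0% = DMSO wells and 100% = wells lacking the enzyme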
3CLpro inhibitor = SARS-CoV 3CLpro protease inhibition. inhibition, % at 6 µM. 290,000 tested, 0.14% active. recombinant SARS-CoV 3CLpro, quenched FRET peptide cleavage. P0C6X7. AID 1706; in the data active = inhibition above about 12%
UGM FP inh = blocks M. tuberculosis UGM enzyme; P9WIQ1; purified UGM, fluorescence polarization probe displacement; inhibition, % at 10 µM; 320,000 tested, 0.06% active; in the data active = inhibition above about 10%, passing the limit was not always enough
VHR inh abs = DUSP3 (human) phosphatase inhibition; recombinant VHR phosphatase, pNPP absorbance; inhibition, % at 13.3 µM; 290,000 tested, 0.52% active; in the data active = inhibition above about 50%; also: some compounds called inactive have numbers as strong as hits
Target sequence (P51452 whole entry, looked up): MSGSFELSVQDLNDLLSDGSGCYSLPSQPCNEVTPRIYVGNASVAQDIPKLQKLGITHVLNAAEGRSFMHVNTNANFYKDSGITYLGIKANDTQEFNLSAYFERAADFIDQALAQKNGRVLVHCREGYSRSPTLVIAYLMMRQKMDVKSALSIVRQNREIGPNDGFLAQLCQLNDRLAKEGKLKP
Mtb BioA inh = inhibitors of Mycobacterium tuberculosis BioA enzyme; 360,000 tested, 0.096% active; inhibition, % at 9.99 µM; purified M. tuberculosis BioA enzyme, plate reader; in the data active = inhibition above about 40%
Vc quorum ag = induces V. cholerae light production without autoinducers. V. cholerae BH1578 lux reporter, luminescence, 6 h. activation, % at 18.7 µM. AID 588436. 350,000 tested, 0.16% active; in the data active = activation mostly above about 9.7%, no sharp cut-off; also: not every result past the cut was called active; inactives centre near 0; reference of the scale not given here
PriA SSB inh = K. pneumoniae PriA-SSBct interaction inhibition. AlphaScreen SSBct-PriA binding, biotinylated peptide. inhibition, % at 33 µM. 430,000 tested, 0.6% active. AID 1272365; in the data active = inhibition mostly above about 37%, no sharp cut-off; inactive = mostly below about 20%;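 also: plate controls were negative control peptide for no effect and reference peptide for full effect; strong numbers were not always called active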
MazF activator = MazEF (E. coli) toxin RNase activation; P0AE70; FAM/BHQ RNA-DNA oligo cleavage fluorescence, 5 h; activation, % at 20 µM; 350,000 tested, 0.32% active; in the data active = activation above about 50%
FBA Mtb inh = inhibits M. tuberculosis FBA enzyme; purified M. tuberculosis FBA, fluorescence read-out; inhibition, % at 1 µM; AID 588726; P9WQA3; 360,000 tested, 2.3% active; in the data active = inhibition above about 27%;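 also: 0% = vehicle and 100% = reference inhibitor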
Target sequence (P9WQA3 whole entry, looked up): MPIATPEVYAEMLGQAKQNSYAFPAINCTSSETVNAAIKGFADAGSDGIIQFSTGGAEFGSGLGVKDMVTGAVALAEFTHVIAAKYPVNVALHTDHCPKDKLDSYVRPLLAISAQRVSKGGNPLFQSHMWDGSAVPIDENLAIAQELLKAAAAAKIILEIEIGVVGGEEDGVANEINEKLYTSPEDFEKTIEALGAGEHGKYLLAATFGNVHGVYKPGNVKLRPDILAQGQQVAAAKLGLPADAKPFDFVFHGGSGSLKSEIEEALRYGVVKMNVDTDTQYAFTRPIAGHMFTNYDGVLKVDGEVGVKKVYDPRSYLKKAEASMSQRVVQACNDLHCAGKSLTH
An asterisk follows results filed as active; i = inactive; x = not tested or not shown; + = active, no number.

SMILES	Rv3671c inh	GDH-TPI counter	3CLpro inhibitor	UGM FP inh	VHR inh abs	Mtb BioA inh	Vc quorum ag	PriA SSB inh	MazF activator	FBA Mtb inh
Cc1nn(C)cc1C1C2=C(CC(C)(C)CC2=O)OC2=C1C(=O)CC(C)(C)C2	6	4	5	-2.1	25	3.7	-1.8	-15	-5	0
O=C(/C=C/c1cccc([N+](=O)[O-])c1)Nc1ccccc1N1CCOCC1	2	17	4	0.5	-5	x	-0.2	-14	2	-1
O=C(NC1(C(F)(F)F)N=C(c2ccccc2)NC1=O)c1ccc(Cl)cc1Cl (configuration not stated)	-2	3	-1	0.7	26	-1.5	i	2	-9	2
COCCN=c1scc(C)n1/N=C/C1CC2C=CC1C2 (configuration not stated)	-2	3	1	3.2	17	x	-0.3	x	0	2
CCOC(=O)c1ccc(NS(=O)(=O)c2c(N)[nH]c(=O)[nH]c2=O)cc1	-16	0	x	-0.8	x	-0.3	i	-9	4	1
CC(C)Oc1ccc(C(=O)NC2(C(F)(F)F)N=C3SCCN3C2=O)cc1 (configuration not stated)	-6	-1	-2	-2.4	27	0.9	-1.2	-1	0	2
c1coc(-c2nnc3sc(Cc4cccs4)nn23)c1	2	9	-4	0.4	-12	2.0	-0.7	-4	0	-1
CC(C)n1nnnc1SCC(=O)N1N=C(c2cccs2)CC1c1cccs1 (configuration not stated)	-7	11	x	0.3	x	-0.4	0.7	5	6	0
CC(C)CCOP(=O)(c1ccc(N(C)C)cc1)C(O)c1ccccc1F (configuration not stated)	-3	-5	-2	-0.6	7	1.2	-0.3	-9	-4	6
CCOP(=O)(OCC)C(NC(=O)Nc1ccc(Cl)c(Cl)c1)c1ccccc1 (configuration not stated)	-16	18	2	1.4	8	x	i	-3	6	-1
COc1ccccc1N(C)S(=O)(=O)c1ccc(C)c(C(=O)NC(C)c2ccccn2)c1 (configuration not stated)	-3	6	x	3.2	x	1.2	-0.3	-7	2	7
CNS(=O)(=O)c1cccc(C(=O)NCC(c2ccco2)N(C)C)c1 (configuration not stated)	-10	-5	-6	1.1	6	-1.0	-0.2	-14	1	2
CCOc1ccc(NC(=O)c2ccc3c(=O)n4c(nc3c2)CCCCC4)cc1	-7	13	1	2.6	40	-3.1	-0.3	-4	22	0
COc1cc(/C=N/NC(=O)CC2(C)OCCO2)cc(Br)c1O	-4	17	3	2.6	18	x	-0.5	x	-9	11
Cc1ccc(-n2nnnc2-c2cnc3ccc(Cl)cc3c2-c2ccccc2)cc1	-1	-3	1	-1.1	27	x	i	-22	-1	3
O=C(c1ccco1)N1CCN(Cc2cc(=O)c(OCc3ccc(F)cc3)co2)CC1	-5	-2	x	3.6	x	1.4	1.4	-18	-1	4
CNC(=O)c1ccccc1NC(=O)C1CC(=O)N(c2ccc(OC)cc2)C1 (configuration not stated)	2	16	2	0.5	9	-1.4	-3.3	-2	-3	-1
Cc1ccccc1-n1nc2c(c1NC(=O)c1ccc3c(c1)OCO3)CS(=O)(=O)C2	7	-4	-5	-0.9	11	-0.3	-0.4	-7	-3	-1
COc1ccc(C2NCc3ccc4c(c3-n3cccc32)OCO4)cc1OC (configuration not stated)	9	-1	1	-2.6	31	0.6	-0.9	34	6	3
O=C(O)c1c(-c2ccccc2)nnc2ccccc12	3	-1	-4	0.3	7	x	i	0	6	-9
COc1ccc(NC(=O)C2CC(c3ccccc3Cl)=NO2)cc1 (configuration not stated)	0	7	0	2.0	16	4.3	-0.3	0	1	1
CCCc1cc(=O)n2[nH]c(NCc3ccccc3Cl)nc2n1	-11	0	7	-1.7	28	0.5	-0.4	-10	10	5
O=C(C1CCCO1)N1CCN(S(=O)(=O)c2cc(F)ccc2F)CC1 (configuration not stated)	4	-2	1	-3.4	10	0.2	-0.2	-9	0	0
O=C(CCCCCCCC(=O)N1CCCCCC1)N1CCCCCC1	x	10	x	x	x	x	4.5	-6	19	1
NC(=O)[C@@H]1CCCNc2c(I)cc([N+](=O)[O-])cc2C(=O)N[C@@H](Cc2ccccc2)C(=O)N[C@@H](Cc2cnc[nH]2)C(=O)N1	-10	21	4	0.0	1	1.2	-0.5	41*	1	2

Following part.
SMILES	Rv3671c inh	GDH-TPI counter	3CLpro inhibitor	UGM FP inh	VHR inh abs	Mtb BioA inh	Vc quorum ag	PriA SSB inh	MazF activator	FBA Mtb inh
COc1ccc(NC(C)=O)cc1NC(=O)CSc1nnc(-c2ccccc2)n1N	-3	-4	2	-0.7	11	-0.8	-0.6	1	-1	-2
COCc1cc(C)nc2sc(C(=O)Nc3ccccc3Br)c(N)c12	0	2	-4	1.8	7	3.2	-0.5	-4	5	7
Cc1cc(C)[n+](-c2ccc(F)cc2)c2[nH]c(=O)[nH]c(=O)c12	3	19	-6	1.2	3	-0.9	i	-9	-3	+
CC(C)Cc1cc(C(=O)N2N=C(C(F)F)CC2(O)C(F)F)c2ccccc2n1 (configuration not stated)	-3	-13	1	-0.3	9	2.9	i	-10	8	2
CC(C)[C@H](NC(=O)N1CCn2c1nc1ccccc12)C(=O)N1CCCCC1	-2	10	2	-0.9	-1	x	i	13	0	-1
C=C(C)C1Cc2c(C)nn(-c3cccc4cccnc34)c2C1 (configuration not stated)	4	4	4	0.2	29	-1.1	i	2	14	-4
O=S1(=O)Cc2cc3ccccc3cc2C1	-2	-2	4	-0.3	-3	x	i	-15	8	-3
O=C(Nc1c2c(nn1-c1ccc(F)cc1)CS(=O)C2)c1ccc(S(=O)(=O)N2CCOCC2)cc1 (configuration not stated)	-3	10	-1	1.3	21	x	-0.2	-2	6	1
C=CC[C@@H](CC(=O)N[C@@H](CO)Cc1ccccc1)C(=O)N[C@H](COC(=O)[C@@H](CC=C)CC(=O)OC(C)(C)C)Cc1c[nH]c2ccccc12	-1	2	x	-0.3	x	-1.3	2.0	-3	5	-2
Cc1ccc(OCCSC2=NN2c2cc(C)nc(N)n2)cc1	1	1	0	1.1	39	x	-0.4	-8	9	7
Cc1cccc(C(=O)NCCN2CCOCC2)c1[N+](=O)[O-]	0	-8	-3	-0.8	1	0.3	-0.8	4	0	-3
CCOCCn1c(=O)c2c(nc3n2CCCN3CCc2ccccc2)n(C)c1=O	-6	16	2	-0.7	-3	1.3	i	2	-8	5
COc1ccc2nc(NC(=O)Nc3cccc4ccccc34)sc2c1	-6	7	4	2.8	-7	x	i	-3	6	7
N#CC1(NC(=O)CN2CCc3ccccc3C2)CCCC1	-1	-1	3	2.8	21	x	-0.5	8	4	-4
O=C(O)C1=C[C@H](c2ccc(Br)cc2)C[C@H](OCc2ccc(CO)cc2)O1	-15	11	-4	2.2	14	3.5	i	0	-9	2
COCCNC(=O)C1(C)CCN(Cc2cccc(Oc3ccccc3)c2)C1 (configuration not stated)	x	0	x	x	x	-1.6	i	x	x	-3
CSCCC(NC(=O)c1ccco1)C(=O)OCc1cc([N+](=O)[O-])cc2c1OCOC2 (configuration not stated)	1	2	5	0.4	10	x	i	1	1	-1
CCOc1ccc(NC(=O)CN(C)C(=O)/C=C/c2ccc(S(=O)(=O)N3CCCCCC3)cc2)cc1OCC	-13	13	x	-2.0	x	0.3	-5.6	0	-6	4
COc1cc(NS(=O)(=O)c2cc(C(=O)NCCc3ccccn3)ccc2OC)cc(OC)c1	8	2	x	-0.2	x	0.9	0.4	1	7	1
COC(=O)Nc1nc(C)c(C(=O)c2ccccc2)s1	-9	12	-3	2.1	23	0.0	x	-20	5	2
Cc1cc(C(=O)NN=C2CCCCCCC2)c2ccccc2n1	0	6	x	7.0	x	1.2	-1.8	1	0	-4
COC(=O)c1ccc(COc2ccc3c(C)c(C)c(=O)oc3c2)o1	1	5	-1	3.0	10	-0.2	i	-5	11	20
CC(C)c1nnc(NC(=O)CCC(=O)Nc2ccc(F)cc2)s1	14	6	-2	1.8	22	-1.2	x	-4	-1	-1
C1CCC(NC2=NCCO2)CC1	x	8	x	x	x	0.3	i	x	4	3
Cc1cc(NC(=O)COC(=O)CCn2c(C)csc2=O)c([N+](=O)[O-])cc1C	x	11	x	x	x	6.2	-1.3	x	4	-2

4 entries from above, as labelled records:
COc1ccc2nc(NC(=O)Nc3cccc4ccccc34)sc2c1
- Rv3671c inh = -6
- GDH-TPI counter = 7
- 3CLpro inhibitor = 4
- UGM FP inh = 2.8
- VHR inh abs = -7
- Mtb BioA inh = x
- Vc quorum ag = i
- PriA SSB inh = -3
- MazF activator = 6
- FBA Mtb inh = 7
N#CC1(NC(=O)CN2CCc3ccccc3C2)CCCC1
- Rv3671c inh = -1
- GDH-TPI counter = -1
- 3CLpro inhibitor = 3
- UGM FP inh = 2.8
- VHR inh abs = 21
- Mtb BioA inh = x
- Vc quorum ag = -0.5
- PriA SSB inh = 8
- MazF activator = 4
- FBA Mtb inh = -4
O=C(O)C1=C[C@H](c2ccc(Br)cc2)C[C@H](OCc2ccc(CO)cc2)O1
- Rv3671c inh = -15
- GDH-TPI counter = 11
- 3CLpro inhibitor = -4
- UGM FP inh = 2.2
- VHR inh abs = 14
- Mtb BioA inh = 3.5
- Vc quorum ag = i
- PriA SSB inh = 0
- MazF activator = -9
- FBA Mtb inh = 2
COCCNC(=O)C1(C)CCN(Cc2cccc(Oc3ccccc3)c2)C1 (configuration not stated)
- Rv3671c inh = x
- GDH-TPI counter = 0
- 3CLpro inhibitor = x
- UGM FP inh = x
- VHR inh abs = x
- Mtb BioA inh = -1.6
- Vc quorum ag = i
- PriA SSB inh = x
- MazF activator = x
- FBA Mtb inh = -3

Carrying on:
SMILES	Rv3671c inh	GDH-TPI counter	3CLpro inhibitor	UGM FP inh	VHR inh abs	Mtb BioA inh	Vc quorum ag	PriA SSB inh	MazF activator	FBA Mtb inh
CCC(C(=O)OCC(=O)Nc1c(C)nn(-c2ccccc2)c1C)c1ccccc1 (configuration not stated)	4	5	x	2.1	x	1.0	i	1	3	4
N=C1C(c2nc3ccccc3s2)=C(O)CN1NC(=O)c1ccccc1[N+](=O)[O-]	-5	14	-1	-3.5	6	x	-0.4	-13	24	0
CC1=C([N+](=O)[O-])C(c2ccccc2)C2=C(N1)c1ccccc1C2=O (configuration not stated)	14	8	2	-1.5	27	13	-0.3	22	-3	3
CCC(=O)Nc1c(-c2ccc(Cl)cc2)c(=O)c2ccccc2n1C	x	22	-4	-0.4	64	-1.1	-0.5	-9	3	2
CC(=O)C[C@H](O)CC(=O)[C@@H]1OC(=O)CCCCCCc2ccccc21	2	2	x	-1.0	x	1.3	-0.3	-20	5	1
O=C(NCc1ccccn1)C1CCN(S(=O)(=O)c2ccccc2F)CC1	11	3	x	-1.1	x	4.3	i	-20	3	-1
Cc1cccc(C(=O)OC2CCOC2=O)c1C (configuration not stated)	2	2	-3	-0.5	20	-4.4	-0.3	-9	-25	3
O=C1Nc2ccc([N+](=O)[O-])cc2OC1CCN1CCN(Cc2ccccc2)CC1 (configuration not stated)	2	27	-3	0.7	8	x	-0.7	-2	-7	0

An excerpt; the hit share may differ from the screen's.
